RNase H inhibition: RNase H inhibition, HIV 1 Gag Pol polyprotein, FRET biochemical assay, screening (AID 372) | actives 0.77% (n = 100,000) | HIV-1 RT RNase H, FRET RNA/DNA substrate fluorescence; higher % means a stronger effect | inhibition, % at 10 µM, or IC50 in µM where a hit was titrated; in the data active = inhibition above about 50%
* hit, by the source's call. Not all compounds are listed. The share of hits here may be higher or lower than overall.

SMILES	RNase H inhibition
CCOc1ccc(N(CC(=O)NCCc2ccc(OC)c(OC)c2)S(=O)(=O)c2ccc(Br)cc2)cc1	21.0%
COc1ccc(C(=O)NCC2(c3ccccc3)CCCC2)c(OC)c1	15.0%
Cc1ccc(NC(=O)Nc2ccc(Cl)cc2Cl)nc1	8.0%
CCSc1nnc2c(n1)OC(c1ccc(OC)c3ccccc13)Nc1ccccc1-2 (stereo not drawn)	44.0%
CCCc1[nH]n(-c2nc3ccccc3s2)c(=O)c1C=NCCc1ccccc1	17.0%
CCOC(=O)c1c(NC(=O)c2cc3ccccc3o2)sc(C(C)=O)c1C	10.0%
Cc1ccc(OCc2nnc(NC(=O)Nc3ccc(Cl)cc3Cl)s2)cc1C	28.0%
O=S(=O)(NCc1ccccc1)c1cccc(S(=O)(=O)c2ccccc2)c1	3.0%
CCCCOc1ccc(OC2OCCOC2Oc2ccc(OCCCC)cc2)cc1 (stereo not drawn)	0.0%
O=[N+]([O-])c1c(Nc2ccc(Cl)cc2C(F)(F)F)ccc2nonc12	0.0%
COc1ccc(CSc2nc(C)cc(=O)[nH]2)cc1	6.0%
C=CCNC(=O)c1ccc(N2C(=O)c3ccccc3C2=O)cc1	4.0%
Cc1ccc(C(=O)Nc2cc(C)ccc2C)c(Cl)c1	1.0%
Cc1cccc(C(=O)Nc2ccc(Cl)c(-c3nc4ncccc4o3)c2)c1	7.0%
O=C(N/N=C/c1ccc(Cl)cc1)c1cc(Br)ccc1O	7.0%
O=C(N/N=C/c1c2ccccc2cc2ccccc12)c1cccc(F)c1	10.0%
N#C/C(=C\c1ccc(-c2ccc(Cl)cc2)o1)c1nn(CCO)c(N)c1C#N	2.0%
COc1cc(C=O)cc(I)c1OCc1cccc(C)c1	24.0%
Cc1ccc(C(=O)O)cc1NC(=O)C(c1ccccc1)c1ccccc1	4.0%
COc1ccc(Br)cc1/C=N/NC(=O)c1cc(Br)ccc1O	7.0%
Cc1cc(C(=O)O)ccc1-c1ccc(C=C2C(=O)N(C)C(=S)N(C)C2=O)o1	3.0%
COc1cccc(C2NC(=O)NC(C)=C2C(=O)OCCc2ccccc2)c1OC (stereo not drawn)	12.0%
O=c1c2c(nc3c(-c4cccc5ccccc45)c(Cc4ccccc4)[nH]n13)CCC2	0.0%
CC(/C=C(\NC(=O)c1ccccc1)C(=O)N/N=C/c1ccc([N+](=O)[O-])cc1)=C\c1ccccc1	13.0%
Cc1ccccc1NC(=O)c1c(NC(=O)c2ccco2)sc2c1CCCCC2	19.0%
CCOC(=O)N1CCN(C(=O)CN(c2cccc(Cl)c2)S(=O)(=O)c2ccc(C)cc2)CC1	9.0%
COc1ccccc1C=Nc1ccc(O)cc1	11.0%
COc1cccc(N(C(C)=O)C2=C(N(C)C)C(=O)c3ccccc3C2=O)c1	8.0%
O=Cc1cc(Cl)c(OCc2ccccc2Cl)c(Cl)c1	12.0%
CC(C)(C)c1ccc(OCCCCCn2ccnc2)cc1	3.0%
Cc1ccc(S(=O)(=O)N=C2C=CC(=O)C=C2)c(C)c1	1.9µM*
O=S(=O)(Nc1ccc(Cl)c(C(F)(F)F)c1)c1ccc(Br)cc1	3.0%
Cc1cc(Cl)ccc1OCC(O)CN1CCN(Cc2ccccc2)CC1 (stereo not drawn)	13.0%
O=C(/C=C/c1ccccc1)NC(O)C(Cl)(Cl)Cl (stereo not drawn)	7.0%
O=C(Nc1ccc(Br)cc1)C1C2/C=C\CCCCC21 (stereo not drawn)	9.0%
N#CC1=C(SCc2ccccc2)NC(=O)CC1c1ccco1 (stereo not drawn)	0.0%
O=C(/C=C/c1ccc(Cl)cc1)NCCc1nc2ccccc2[nH]1	5.0%
Cc1cc(C=C2C(=O)NC(=O)NC2=O)c(C)n1-c1cccc([N+](=O)[O-])c1	21.0%
O=[N+]([O-])c1ccc(-c2nnc(-c3ccc4c(c3)OCO4)o2)cc1	13.0%
O=C(NNc1nc(-c2ccccc2)c2cc(Br)ccc2n1)c1ccccc1	28.0%
O=C1CCCC2=C1C1(O)C(=O)c3ccccc3C1(O)O2 (stereo not drawn)	12.0%
CCCC1=C(C(=O)OCC)C(c2c(OC)ccc3ccccc23)NC(=S)N1 (stereo not drawn)	0.0%
CCCOC(=O)c1c(-c2ccc(-c3ccccc3)cc2)csc1N	20.0%
COc1ccc(-c2nc3ccccc3o2)cc1NC(=O)COc1ccc(C)cc1	5.0%
CC1(C)Cc2ccccc2C(Nn2cnnc2)=N1	4.0%
O=C(c1nn2c(C(F)(F)F)cc(-c3ccccc3)nc2c1Cl)N1CCCCC1	3.0%
O=C(Nc1nc2sc3c(c2c(=O)s1)CCCC3)c1ccc([N+](=O)[O-])cc1	13.0%
CCOc1ccccc1NC(=O)COc1ccccc1	2.0%
Cc1ccc2ncnc(N(CC(C)C)CC(C)C)c2c1	14.0%
COCCNC(=O)/C=C/c1ccc([N+](=O)[O-])cc1	7.0%
Cc1cc(C)n2ncc(-c3ccccc3)c2n1	0.0%
CCCOc1ccc(/C=C/C(=O)Nc2c(C)cccc2C(C)C)cc1OC	9.0%
Cc1ccccc1C(=O)NC(=S)Nc1ccc(NC(=O)c2ccccc2)cc1	25.0%
O=C(Nc1ccc2oc(-c3ccccc3F)nc2c1)c1sc2ccccc2c1Cl	29.0%
COc1cccc(N2C(=O)C(O)=C(C(C)=O)C2c2ccc([N+](=O)[O-])cc2)c1 (stereo not drawn)	14.0%
COc1ccc(C=C2C(=O)N(c3ccccc3)C(=O)N(c3ccccc3)C2=O)cc1OC	7.0%
CCc1c(C)c2ccc(OC)c(C)c2oc1=O	8.0%
CC(C)(C)NC(=O)c1c(NC(=O)c2ccccc2)sc2c1CCC(C(C)(C)C)C2 (stereo not drawn)	7.0%
Cc1ccc(/C=N/NC(=O)C(C)Nc2cccc3ccccc23)o1 (stereo not drawn)	28.0%
CSC1=[N+](c2ccccc2)C(O)C(C)CN1 (stereo not drawn)	0.0%

Sorted by count of non-hydrogen atoms (highest first): some entries from above.
SMILES	RNase H inhibition
COc1ccc(C=C2C(=O)N(c3ccccc3)C(=O)N(c3ccccc3)C2=O)cc1OC	7.0%
O=C(Nc1ccc2oc(-c3ccccc3F)nc2c1)c1sc2ccccc2c1Cl	29.0%
Cc1ccccc1C(=O)NC(=S)Nc1ccc(NC(=O)c2ccccc2)cc1	25.0%
CCCOc1ccc(/C=C/C(=O)Nc2c(C)cccc2C(C)C)cc1OC	9.0%
CCc1c(C)c2ccc(OC)c(C)c2oc1=O	8.0%
CSC1=[N+](c2ccccc2)C(O)C(C)CN1 (stereo not drawn)	0.0%

Next section.
SMILES	RNase H inhibition
NC1=NC(=O)/C(=C/c2ccccc2OS(=O)(=O)c2ccccc2)S1	15.0%
C=CCc1cccc(/C=N/NC(=O)c2ccc(OCc3ccccc3)cc2)c1O	21.0%
COc1ccc(C2/C(=C(/O)c3ccccc3)C(=O)C(=O)N2c2ccc(Br)cc2)c(OC)c1 (stereo not drawn)	4.0%
COc1ccc(N(CC(=O)NCC(C)C)S(=O)(=O)c2ccc(C)c([N+](=O)[O-])c2)cc1	5.0%
COc1ccc(NC(=O)c2ccc(OC3CSC3)cc2)cc1	8.0%
NC(=O)NC(Cc1ccccc1)c1ccccc1 (stereo not drawn)	1.0%
CC1=C(C(=O)OC2CCCCC2)C(c2cccc3ccccc23)C2=C(CCCC2=O)N1 (stereo not drawn)	16.0%
Cc1ccc(C)c(OCCCCCCn2ccnc2)c1	10.0%
COc1c(Cl)cc(C(=O)Nc2ccc(NC(=O)c3ccccc3)cc2)cc1Cl	2.0%
COc1cc(/C=C2\C(=O)NC(=O)N(c3ccc(C)cc3)C2=O)c([N+](=O)[O-])cc1OC	13.0%
C=CCOc1ccc(/C=C2\C(=O)N(c3cccc(C(=O)O)c3)N=C2C)cc1OC	4.0%
c1ccc(CN2CCC(N3CCN(Cc4ccncc4)CC3)CC2)cc1	10.0%
Cc1ccccc1/C=C1/SC(=O)N(c2ccccc2)C1=O	4.0%
CCOc1ccc2c(c1)-c1c(sn(-c3ccc(-c4ccccc4)cc3)c1=S)C(C)(C)N2	25.0%
COc1cc(C)c(CNc2ccc(Br)cc2C)cc1C	9.0%
COc1cc(/C=C2\SC(=O)NC2=O)ccc1OCCOc1cc(C)ccc1C	28.0%
CC(C)=CC(=O)CC(C)(O)c1ccccc1 (stereo not drawn)	0.0%
CCc1ccc(NC(=O)C(=O)NC2CC(C)(C)NC(C)(C)C2)cc1	18.0%
O=c1c(C=Nc2cc([N+](=O)[O-])ccc2O)c(O)n(C2CCCCC2)c(=O)n1C1CCCCC1	15.0%
O=C1Nc2ccc([N+](=O)[O-])cc2C12NN=C(c1ccccc1)S2 (stereo not drawn)	11.0%
COc1ccc(S(=O)(=O)N2CCCCC2)cc1Br	3.0%
CC(C)c1ccccc1OCCCOc1cccc2cccnc12	49.0%
CCOC(=O)C1=C(C)N=c2s/c(=C\c3ccc(OC)c(O)c3)c(=O)n2C1c1ccc(N(C)C)cc1 (stereo not drawn)	9.0%
CCc1ccccc1NC(=O)c1ccc2c(c1)OCO2	6.0%
O=C(Nc1cccc([N+](=O)[O-])c1)c1ccc(-c2ccccc2)cc1	22.0%
O=C(Nc1ccccc1[N+](=O)[O-])c1ccccc1Cl	3.0%
C=CCc1ccccc1OCc1nnc(NC(=O)Nc2ccccc2F)s1	26.0%
COCCOC(=O)C1=C(C)N(C)C(=O)NC1c1ccccc1I (stereo not drawn)	6.0%
CC1=C(C(=O)Nc2ccc(C)cc2)C(c2cccc3ccccc23)NC(=S)N1 (stereo not drawn)	12.0%
Cc1ccccc1C1N(Cc2ccccc2)CCN1Cc1ccccc1	13.0%
COc1ccc(/C=C2\SC(N)=NC2=O)cc1OCc1ccccc1Cl	47.0%
COc1ccccc1N1C(=O)CC(N(C)Cc2ccccc2)C1=O (stereo not drawn)	2.0%
C/C(=N/Nc1ccccc1[N+](=O)[O-])c1ccc2ccccc2c1	5.0%
CCOc1ccc2nc3cc(N)ccc3c(N)c2c1	10.0%
c1ccc2c(OCCCN3CCOCC3)cccc2c1	0.0%
CCOc1ccccc1NC(=O)C(=O)NCc1ccccn1	7.0%
N#C/C(=C\c1cc([N+](=O)[O-])ccc1Cl)C(=O)NCc1ccccc1	12.0%
CCN(C(=O)N1CCOCC1)c1ccccc1	4.0%
CC1=NN(C(=O)c2ccccc2)C(O)(c2ccccc2)C1 (stereo not drawn)	13.0%
Cc1ccc(N(CC(=O)NCC(C)C)S(=O)(=O)c2ccc(F)cc2)cc1	12.0%
CC(C)(CO)N=Cc1ccc(Cl)cc1	6.0%
O=C1NC(=O)N(c2ccccc2)C(=O)/C1=C\c1ccc(-c2cccc([N+](=O)[O-])c2)o1	21.0%
COc1ccc(N=Cc2cccnc2)cc1	8.0%
Cc1ccc(Cl)cc1NC(=O)CSc1nnc(N)s1	6.0%
CCC(=O)Oc1ccc2c(C)cc(=O)oc2c1I	18.0%
O=C(Nc1ccccc1I)C1CC(=O)N(c2ccc(Cl)cc2)C1 (stereo not drawn)	37.0%
CCOc1ccc(N2C(=O)CC(N3CCN(c4cccc(C(F)(F)F)c4)CC3)C2=O)cc1 (stereo not drawn)	4.0%
CCOc1cccc(N2C(=O)/C(=C/c3cc(Cl)c(O)c(OC)c3)C(=O)NC2=S)c1	19.0%

As entered above.
RNase H inhibition, O=C(c1nn2c(C(F)(F)F)cc(-c3ccccc3)nc2c1Cl)N1CCCCC1 → 3.0%
RNase H inhibition, CCc1ccccc1NC(=O)c1ccc2c(c1)OCO2 → 6.0%
RNase H inhibition, Cc1ccc(C(=O)Nc2cc(C)ccc2C)c(Cl)c1 → 1.0%
RNase H inhibition, CCOC(=O)c1c(NC(=O)c2cc3ccccc3o2)sc(C(C)=O)c1C → 10.0%
RNase H inhibition, O=C(/C=C/c1ccc(Cl)cc1)NCCc1nc2ccccc2[nH]1 → 5.0%
RNase H inhibition, O=C(Nc1ccccc1[N+](=O)[O-])c1ccccc1Cl → 3.0%
RNase H inhibition, c1ccc(CN2CCC(N3CCN(Cc4ccncc4)CC3)CC2)cc1 → 10.0%

(continued)
SMILES	RNase H inhibition
Cc1cc(C(=O)Nc2ccccc2C(=O)O)c(C)o1	9.0%
CC1(C)c2ssc(=S)c2-c2ccccc2N1C(=O)c1cccc2ccccc12	27.0%
Cn1c(NN)nc2c(c1=O)C(C)(C)Cc1ccccc1-2	1.0%
Cc1ccc(/C=N\NC(=O)c2ccc(O)cc2)cc1	0.0%
O=C(O)CSCc1cccc(Br)c1	3.0%
Cc1ccc(C(=O)NC(=S)Nc2c[nH]c(=O)[nH]c2=O)cc1	12.0%
CCN1C(=O)/C(=C\c2cccc(OC)c2OC)SC1=S	41.0%
CCSC1=C(C#N)C2(CCCCC2)C(C#N)C(=O)N1 (stereo not drawn)	15.0%
O=C(CSc1nc2ccccc2c(=O)n1Cc1ccccc1)c1ccc(Cl)cc1	47.0%
Clc1ccc(C=NN2CCN(Cc3ccccc3Cl)CC2)c(Cl)c1	15.0%
CC(=O)Nc1ccc(S(=O)(=O)NCCSc2ccccn2)cc1	8.0%
CC(=O)Oc1ccccc1N1C(=O)c2ccccc2C1=O	6.0%
CC1(C)CC(=O)C/C(=N/NC(=O)c2cccc(Cl)c2)C1	2.0%
COc1ccc(NC(=O)COc2ccc(Br)cc2)cc1	5.0%
COC(=O)c1ccc(NC(=S)NC(=O)/C=C/c2ccc(Br)cc2)cc1	42.0%
CC(=O)NC(Oc1ccc(C=Nc2c(C)n(C)n(-c3ccccc3)c2=O)cc1)C(Cl)(Cl)Cl (stereo not drawn)	9.0%
CC(C)N(C(=S)Nc1ccc2nc3c4ccccc4c4ccccc4c3nc2c1)C(C)C	3.0%
COc1ccc(OC)c(C2NC(=S)NC(C)=C2C(=O)Nc2ccc(C)cc2)c1 (stereo not drawn)	19.0%
O=C(Nc1ccccc1-c1nc2ccccc2[nH]1)c1ccc(Cl)cc1Cl	10.0%
Cc1ccc(-c2nc3ncccc3o2)cc1NC(=O)c1cccc2c(Br)cccc12	14.0%
O=C1C(=Cc2ccc(-c3ccc(F)cc3)o2)C(=O)c2ccccc21	5.0%
COc1cc(C2NC(=O)CCC2[N+](=O)[O-])c(OC)cc1Br (stereo not drawn)	0.0%
COc1ccc(OC)c(N2C(=O)NC(=O)/C(=C/c3ccc4c(c3)OCO4)C2=O)c1	0.0%
CCCOc1ccc(/C=C2\SC(=S)N(c3cccc(Cl)c3)C2=O)cc1OC	21.0%

In another format: entries from further up.
smiles: COc1cc(C=O)cc(I)c1OCc1cccc(C)c1
  RNase H inhibition: 24.0%

smiles: COc1ccc(N=Cc2cccnc2)cc1
  RNase H inhibition: 8.0%
